Screening results deposited in PubChem by several laboratories.
Mtb RmlCD inh – inhibitors of Mycobacterium tuberculosis RmlC and RmlD coupled enzymes; RmlC+RmlD coupled enzyme assay, percent inhibition; primary screen in compound mixtures; inhibition, % at 3.6 µM; 160,000 tested, 0.03% active; AID 1533; in the data active means inhibition mostly above about 34%, no sharp cut-off; further: some results filed as inactive read as strong as hits
Target sequence (P9WH09 whole entry, looked up): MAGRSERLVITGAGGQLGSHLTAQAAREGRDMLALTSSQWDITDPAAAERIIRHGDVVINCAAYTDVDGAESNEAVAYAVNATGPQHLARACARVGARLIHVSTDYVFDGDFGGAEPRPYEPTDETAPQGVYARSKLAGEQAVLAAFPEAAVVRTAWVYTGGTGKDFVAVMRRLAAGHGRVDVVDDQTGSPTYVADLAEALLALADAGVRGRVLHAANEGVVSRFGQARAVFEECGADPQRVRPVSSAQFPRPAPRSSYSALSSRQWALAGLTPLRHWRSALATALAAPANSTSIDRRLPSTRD
Target sequence (P9WH11 whole entry, looked up): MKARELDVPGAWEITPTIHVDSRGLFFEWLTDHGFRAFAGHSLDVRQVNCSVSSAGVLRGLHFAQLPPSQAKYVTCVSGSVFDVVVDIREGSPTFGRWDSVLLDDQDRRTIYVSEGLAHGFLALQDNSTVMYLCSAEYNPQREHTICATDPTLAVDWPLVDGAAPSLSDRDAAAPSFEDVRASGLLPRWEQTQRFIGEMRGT
GlmU inhibition – inhibition of mycobacterial GlmU enzyme – biochemical, glucosamine-1-phosphate acetyltransferase (AID 1376); M. tuberculosis GlmU acetyltransferase enzyme assay; higher % means a stronger effect; inhibition, %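 (tested at 30 µM in the primary screen)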, or IC50 in µM where a hit was titrated; 220,000 tested, 0.25% active; in the data active means inhibition above about 13%;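 further: 0% = complete reaction with vehicle and 100% = reaction without substrate; strong numbers were not always called active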
The depositor's hits bear a star; . = not tested or not shown.

SMILES	Mtb RmlCD inh	GlmU inhibition
O=S(=O)(c1ccc(F)cc1)n1ccc(-c2cccc(OCc3ccc(Cl)cc3Cl)c2)n1	.	-3.5%
COc1ccccc1NC(=O)CSC1CC(=O)N(c2ccc3c(c2)OCO3)C1=O (stereo not given)	10	1.6%
FC(F)(F)c1ccnc(Oc2ccc(C3=NCCS3)cc2)c1	14	3.5%
O=C(Cc1ccc([N+](=O)[O-])cc1)Nc1cccc(C(F)(F)F)c1	-5	-8.1%
Cc1ccc(NC(=O)CCC(=O)OCC(=O)c2ccc(Oc3ccc([N+](=O)[O-])cc3)cc2)cc1	.	1.1%
O=C(NCCCCO)c1ccc2c3c(cccc13)CC2	4	-1.2%
CCOc1ccccc1NC(=O)N1CCCC(c2nc(-c3ccc(C)o3)no2)C1 (stereo not given)	2	9.9%
Cc1ccc(S(=O)(=O)c2c(C)cc(C)nc2Oc2cccc(C)c2C)cc1	17	0.9%
O=C(O)c1ncn(Cc2ccc(Br)cc2)c1C(=O)O	6	-1.7%
COc1ccc(CCC(=O)Nc2ccc(Cl)c(S(=O)(=O)N3CCCC3)c2)cc1	14	2.5%
CCCn1c(SCC(=O)N2CCCCC2)nnc1C(C)C	5	5.7%
COc1ccc(-c2cc(-c3cccs3)c(C#N)c(SCC(=O)NCc3ccccc3)n2)cc1	.	-1.5%
COc1cc(OC)c(S(=O)(=O)NCc2ccco2)cc1S(=O)(=O)NCc1ccco1	-5	-1.1%
O=C1c2ccccc2NC(c2ccccc2)N1/N=C/c1ccccc1 (stereo not given)	.	-0.7%
Cc1ccccc1OCCn1cc(/C(N)=N/O)c2ccccc21	.	6.1%
O=c1[nH]cnc2scc(-c3ccccc3)c12	.	2.5%
Cc1cc(C)cc(N(C(C)C(=O)NCc2ccc3c(c2)OCO3)S(C)(=O)=O)c1 (stereo not given)	-14	7.2%
CCCCOC(=O)c1ccc(N2C(=O)CC(N3CCN(C/C=C/c4ccccc4)CC3)C2=O)cc1 (stereo not given)	-2	-0.6%
COc1nc(NCc2cccnc2)nc(OC)n1	7	4.7%
Cn1c(SCC(=O)C(C)(C)C)nnc1-c1ccncc1	9	2.8%
CN(C(=O)CSc1nnc(Nc2ccccc2)s1)c1c(N)n(Cc2ccccc2)c(=O)[nH]c1=O	.	-0.7%
COC(=O)c1ccccc1NC(=O)C1CC(=O)N(c2ccc(C)c(C)c2)C1 (stereo not given)	.	-1.9%
N#Cc1c(NC(=O)CN2CCCCC2)sc2c1CCC2	6	0.9%
Cc1ccc(S(=O)(=O)CC(=O)Nc2ccc(S(=O)(=O)Nc3ccccn3)cc2)cc1	-1	-1.3%
O=C(CSc1nnc(COc2ccccc2)n1Cc1ccco1)Nc1ccc2c(c1)OCCO2	-4	1.2%
Cc1cc[n+](CC2OCc3ccccc3CO2)cc1	.	-2.0%
Cc1cccc(C)c1NC(=O)c1ccc([N+](=O)[O-])s1	19	0.1%
COc1ccc2[nH]cc(S(=O)(=O)c3ccc(F)cc3)c(=O)c2c1	1	0.6%
CCCSc1ccc(-c2nn(-c3ccccc3)cc2/C=C(/C#N)C(=O)NCCCOC)cc1	-10	6.4%
CC(=O)c1cccc(S(=O)(=O)N2CCCC(c3nc(-c4ccc(C)o4)no3)C2)c1 (stereo not given)	.	6.0%
NNC(=O)c1ccc(CN2C(=O)c3cccc4cccc2c34)cc1	3	0.1%
Cc1ccc(C)c(N2CCN(CCCNC(=O)Cn3cccc3C(=O)c3ccccc3)CC2)c1	-9	-2.7%
OCCC#Cc1ccc(CN2CCN(Cc3ccccc3)C(CCO)C2)cc1 (stereo not given)	-5	-1.2%
COc1cc(/C=C(/NC(=O)c2ccccc2)C(=O)N2CCN(C)CC2)c([N+](=O)[O-])cc1OC	-2	-1.4%
O=C(ONC1=NCCCCC1)c1ccc(Cl)cc1	-5	-2.1%
COc1ccc(C(=O)NCCc2nnc3ccc(SCC(=O)Nc4cc(C)on4)nn23)cc1	6	16%
O=C(Cc1cccs1)Nc1nnc(-c2ccncc2)s1	68	1.3%
Cc1nnsc1Sc1ccccc1	-2	-0.1%
CC1CCc2cccc3c2N1c1cc(C#N)c(C#N)cc1O3 (stereo not given)	4	3.4%
Cc1[nH]c2ccc(S(N)(=O)=O)cc2c1C	25	3.5%
CNS(=O)(=O)c1cnccc1N1CCN(c2cccc(Cl)c2)CC1	21	0.8%
CCC(C)(C)NC(=O)/C=C/c1cccs1	31	-2.7%
Cc1cccc(-n2c(-c3csc(C)c3)n[nH]c2=S)c1	9	6.6%
CCC(c1nnnn1CC1CCCO1)N(CCN1CCOCC1)Cc1cc2cc(C)ccc2[nH]c1=O (stereo not given)	.	1.6%
N#Cc1cc2c(nc1SCC(=O)NCc1ccc3c(c1)OCO3)CCCCC2	8	1.1%
O=C(Nc1cccc(O)c1)C(Cc1ccccc1)N1C(=O)c2cccc3cccc(c23)C1=O (stereo not given)	.	1.8%
COc1ccc(/C=C/C(=O)O)cc1S(=O)(=O)NCc1ccco1	5	2.9%
C[C@]12CC(=CO)C(=O)C[C@@H]1CC[C@@H]1[C@@H]2CC[C@@]2(C)[C@H]1CC[C@]2(C)O	-4	.
O=C(/C=C/c1cccc(Cl)c1)OCc1cn2cc(Cl)ccc2n1	.	-0.4%
Cc1c(C(=O)N2CCN(Cc3ccc4c(c3)OCO4)CC2)cccc1[N+](=O)[O-]	.	1.5%
O=C(OCCN1C(=O)c2ccccc2C1=O)c1ccc(S(=O)(=O)N2CCCCCC2)cc1	7	4.9%
CCN(CC)C1CCCCC1NS(=O)(=O)c1ccc(Cl)cc1 (stereo not given)	9	5.6%
CCOc1cc(C=O)c(Br)cc1OC1CCCC1	5	-7.0%
CC(=O)c1c(C)[nH]c(C2=NNC(=NC(C)(C)C)SC2)c1C	8	5.1%
Cc1cccc(NC(=O)CSc2nnc(Cc3ccccc3)o2)c1	-7	0.4%
CC(O)c1nc2ccccc2n1CC(=O)Nc1ccc(F)cc1Cl (stereo not given)	5	5.8%
O=C(NC1CCN(Cc2ccccc2)CC1)c1cccc(S(=O)(=O)Nc2cc(C(F)(F)F)ccc2Cl)c1	16	-2.3%
CCC(=NCc1cc(OC)cc(OC)c1)c1c(O)n(C)c(=O)n(C)c1=O	11	3.7%
O=C(NNc1nc2c(F)cccc2s1)c1ccccc1	8	1.5%
COc1ccc(S(=O)(=O)Nc2ccc(F)cc2)cc1N(C)S(=O)(=O)c1ccc(Cl)cc1	.	1.9%

Quoted at random: two records from the list.
SMILES	Mtb RmlCD inh	GlmU inhibition
O=C(NNc1nc2c(F)cccc2s1)c1ccccc1	8	1.5%
Cc1cc(C)cc(N(C(C)C(=O)NCc2ccc3c(c2)OCO3)S(C)(=O)=O)c1 (stereo not given)	-14	7.2%

(next part)
SMILES	Mtb RmlCD inh	GlmU inhibition
Cc1cc(C)n(-c2nc(N(C)C)nc(N3CCOCC3)n2)n1	0	-4.6%
S=C(NCc1ccccc1)Nc1ccc2cn[nH]c2c1	-5	-2.5%
CCO[C@H]1OC(C(=O)O)=C[C@@H](C(C)(C)C)[C@@H]1CCCO	.	2.4%
C/C(=N\Nc1ccc(Cl)cc1)c1ccccn1	-10	-0.5%
Cn1c(N2CCN(c3ccccn3)CC2)nc2c1c(=O)n(Cc1ccc(Cl)cc1)c(=O)n2C	6	0.2%
N#Cc1cc[n+](CC(=O)c2ccc(NC(=O)c3ccccc3)cc2)cc1	-8	.
CCN1CCN(CCCNC(=O)C2c3ccccc3C(=O)N(c3ccc(OC)cc3)C2c2ccc(OC)cc2)CC1 (stereo not given)	20	-3.2%
Fc1ccc(/C=C2\CCCC3=C2Nc2ncnn2C3c2ccc(F)cc2)cc1 (stereo not given)	-20	0.2%
Cc1cccc(NC(=O)CN2C(=O)S/C(=C\c3cccn3-c3cccc(C(=O)O)c3)C2=O)c1	.	-3.6%
COc1ccc(-c2nnc(NC(=O)c3ccccc3C)o2)cc1	.	0.0%
Cc1cccc2cc(C#N)c(N3CCN(C)CC3)nc12	26	-0.5%
CCOc1ccc2c(CC)cc(=O)oc2c1OCC	8	6.2%
COCCNC(=O)c1cc2nc(-c3ccccc3)cc(C)n2n1	5	-2.1%
Cc1csc(NC(=O)C2CCN(C(=O)CSc3nnc(C)n3Cc3ccccc3)CC2)n1	14	6.7%
COc1ccccc1N=C1SCC(=O)N1c1ccccc1OC	.	4.2%

3 of these compounds in a different format:
N#Cc1cc[n+](CC(=O)c2ccc(NC(=O)c3ccccc3)cc2)cc1
  Mtb RmlCD inh = -8
  GlmU inhibition = .
CCN1CCN(CCCNC(=O)C2c3ccccc3C(=O)N(c3ccc(OC)cc3)C2c2ccc(OC)cc2)CC1 (stereo not given)
  Mtb RmlCD inh = 20
  GlmU inhibition = -3.2%
Fc1ccc(/C=C2\CCCC3=C2Nc2ncnn2C3c2ccc(F)cc2)cc1 (stereo not given)
  Mtb RmlCD inh = -20
  GlmU inhibition = 0.2%

(list continues)
SMILES	Mtb RmlCD inh	GlmU inhibition
CCCCCC1CCC(c2nnc(SCC(C)=O)o2)CC1 (stereo not given)	4	-5.1%
CCCN1C(=O)C(Cc2nc3ccccc3c(=O)n2C)c2ccccc21 (stereo not given)	18	4.5%
O=C(NCc1ccc(F)cc1)c1cc(-c2cccs2)on1	.	2.5%
COc1cc(CN2CCN(c3cccc(C)c3C)CC2)cc(Br)c1O	.	-0.1%
COC(=O)CSc1ncnc2c1sc1nc(N3CCOCC3)c3c(c12)CCCC3	-6	1.3%
O=S1(=O)C=C(N2CCOCC2)c2ccccc21	.	-3.8%
Cc1ncsc1C(=O)Nc1nc2c(s1)CC(C)CC2 (stereo not given)	32	-1.3%
CC(C)Oc1cccc(C(=O)N2CCCC2)c1	.	-7.4%
CC(C)c1csc2nc3n(c(=O)c12)CCCCC3	-8	-3.0%
Cc1nnc(SCC(=O)Nc2cccc(S(=O)(=O)NC3=NCCCCC3)c2)n1Cc1ccccc1	9	-3.4%
Cc1sc(-c2ccccn2)nc1OC(=O)c1ccc(Cl)cc1	8	-4.0%
Cc1ccccc1C(=O)NCc1nnc(SCC(=O)N2c3ccccc3Sc3ccccc32)n1C	-4	-2.4%
CCCCC1=CC2=CC(=O)C(C)(OC(=O)CC)C(=O)C2=CN1CCOC (stereo not given)	-9	6.5%
CCC(C)c1ccc(NC(=S)NCCn2cc(Cl)cn2)cc1 (stereo not given)	.	-5.5%
CC(C)Cn1c(SCC(=O)NC(=O)NC2CCCC2)nc2ccccc21	.	-1.4%
Cc1cc(C)nc(Nc2ccc(C(=O)O)cc2)n1	.	4.6%
COc1ccc(-c2nn(-c3ccccc3)cc2/C=N/Nc2ccccn2)cc1OC	3	-4.7%
CCOC(=O)N1CCN(CC(O)COCCC23CC4CC(CC(C4)C2)C3)CC1 (stereo not given)	.	5.2%
CC(=O)Nc1ccc(S(=O)(=O)N=S(C)(C)=O)cc1	2	3.2%
Cc1nc2cc(N3CCN(C)CC3)c(NC(=O)Cc3ccccc3)cc2c(=O)n1Cc1ccccc1	10	-1.8%
Cc1cccc(NC(=O)c2cccs2)n1	4	-3.1%
CCc1nc(Nc2ccc(OC)c(OC)c2)c2nnn(Cc3ccccc3Cl)c2n1	.	-4.5%
CCc1c(C)nc2c(OC)cccc2c1Cl	-8	-4.3%
CC(NC(=O)c1ccc(Br)cc1)C(=O)NC1=NCCS1 (stereo not given)	5	-2.1%
CCCOC(=O)c1ccc(OCC(O)Cn2c(C)nc3ccccc32)cc1 (stereo not given)	10	.
CC1(C)CC(CCNCc2ccc3c(c2)OCO3)(Cc2ccccc2)CCO1 (stereo not given)	12	-2.7%
O=C(NC12CC3CC(CC(C3)C1)C2)N1CCN(c2ccccn2)CC1	5	1.4%
CCCCC(=O)N(c1ccc(OC)cc1)C1C=CS(=O)(=O)C1 (stereo not given)	98	2.1%
Cc1cc(Cl)cc(Br)c1OCCCCn1cncn1	.	1.6%
CCOC(=O)CSc1nnc(CNC(=O)c2cccs2)n1CCc1ccccc1	-9	1.1%

Part of the list above, set out differently.
Values in the order – Mtb RmlCD inh	GlmU inhibition
> Cc1cc[n+](CC2OCc3ccccc3CO2)cc1
    .	-2.0%
> Cc1cccc(C)c1NC(=O)c1ccc([N+](=O)[O-])s1
    19	0.1%
> COc1ccc2[nH]cc(S(=O)(=O)c3ccc(F)cc3)c(=O)c2c1
    1	0.6%

The list continues.
SMILES	Mtb RmlCD inh	GlmU inhibition
COc1ccc(CCNc2ccc(C(=O)O)cc2[N+](=O)[O-])cc1OC	3	0.0%
Cc1cc(Cl)c2c(c1)[C@]1(C(=O)N2)[C@@H]2C(=O)N(Cc3ccccc3)C(=O)[C@@H]2[C@@H]2CCCN21	8	1.6%
O=C(Nc1nc(SCc2ccc(F)cc2)ns1)c1ccco1	.	0.7%
CCOC(=O)C(=O)Nc1nccs1	1	5.0%
O=C(COC(=O)C1CC(O)CN1S(=O)(=O)c1ccc(Cl)cc1)c1ccccc1Cl (stereo not given)	-2	-0.4%
O=C(NCc1ccco1)c1ccc(CS(=O)(=O)c2cccc(C(F)(F)F)c2)o1	-5	4.7%
CCC(C(=O)NC1CCCC1)N(C(=O)Cn1nnc(-c2ccc(C)o2)n1)C(C)(C)C (stereo not given)	43	0.0%
CCOC(=O)c1c(NC(=O)Nc2ccc(Cl)cc2)sc(C)c1C	.	-2.9%
Cn1cnnc1SCC(=O)Nc1ccc(Cl)c(S(=O)(=O)N2CCOCC2)c1	14	-5.0%
COC(=O)Nc1ccc(S(=O)(=O)Nc2ccc(C)cc2)cc1	-9	-0.7%
COc1ccccc1-n1c(=O)c(C#N)c(-c2ccc([N+](=O)[O-])cc2)c2cc(C(=O)c3ccccc3O)cnc21	.	5.2%
CCOC(=O)c1[nH]c2ccc(Br)cc2c1NC(=O)CCN1CCC(C)CC1	6	-7.7%

This is a subset; rates above refer to the full screens.
